HSP90 refold inh = blocks HSP90-mediated luciferase refolding in reticulocyte lysate; Rabbit reticulocyte lysate, luciferase refolding luminescence, 3 h; inhibition, % at 5.6 µM; 290,000 compounds, 0.91% hits; AID 1789;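 active means inhibition above the screen-wide mean plus 3 SD, computed separately per campaign, cut at about 16% in these data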;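 further: 0% = DMSO wells and 100% = 60 µM geldanamycin wells; inhibitors lower the luminescence because luciferase stays unfolded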
Platelet DG rel = modulates dense granule release in human platelets; inhibition, %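 (compounds screened at 7.5 µM in platelet-rich plasma)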; AID 1663; 300,000 compounds, 0.22% hits; human platelet-rich plasma, SFLLRN dense granule ATP release, luminescence;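 active means mean replicate score, as percent of positive control, at or above 50; inconclusive means mean below 50 but at least one replicate at or above 50; inactive means mean and every replicate below 50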
SKKanGAS inh = inhibitors of SKKanGAS S. pyogenes growth in kanamycin (SK-promoter or general growth effect); BacTiter-Glo, 6 h; inhibition, % at 7.5 µM; 300,000 compounds, 1.3% hits;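 active means mean replicate score, as percent of positive control median, at least 50; inconclusive means mean below 50 but one replicate at or above 50; inactive means mean and every replicate below 50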;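 further: strain carries kanamycin resistance gene driven by streptokinase promoter and grows in 40 µg/ml kanamycin; loss of luminescence reflects streptokinase promoter inhibition or plain growth inhibition; 0% = median of DMSO wells and 100% = positive control at its reference dose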
HSF1 inhib = HSF1 inhibition. NIH3T3-HGL HSE-luciferase, MG132-induced, luminescence 8 h; active compounds read low. activity change, negative = inhibition, % at 7.5 µM (by protocol). 300,000 compounds, 0.77% hits;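 active means more than half of replicate wells show activity change below -50%, luminescence cut by over half; inconclusive means some wells, but at most half, below -50%; inactive means no replicate well below -50%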;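 further: luciferase reports HSF-1 transcriptional activity via heat shock element; 0% = median of DMSO wells and -100% = zero luminescence signal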
aSyn UTR inh = 5' untranslated region of α-synuclein, MLPCN primary screen; alpha-synuclein 5'UTR reporter, inhibitor activity; inhibition, % (tested at 7.5 µM); 300,000 compounds, 0.82% hits; in the data active means inhibition above about 60%; inconclusive means no clear call, values can overlap the other calls;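 further: H4 neuroglioblastoma cells stably carrying SNCA 5'UTR luciferase fusion; 0% = DMSO wells and 100% = positive control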
KLF5 inhibitor = kruppel-like factor 5 inhibition | DLD-1 KLF5 promoter-luciferase reporter, luminescence | inhibition, % at 5 µM | 290,000 compounds, 0.23% hits;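 active means inhibition above a per-plate limit of that plate's mean compound inhibition plus 3 SD, cut at about 60% in these data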;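 further: 0% = DMSO wells and 100% = LY294002 at 200 µM; higher means less KLF5 promoter-driven luciferase light; inactives centre near -14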
HSF1 activator = increases HSF-1 driven luciferase reporter signal; NIH3T3-HGL HSF-1 luciferase reporter, MG132, 8 h; 100% = twice DMSO control signal; activation, % at 9 µM; 300,000 compounds, 1.7% hits; AID 504408;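 active means mean replicate activation of at least 50% with a set share of replicates each reaching 50%; inconclusive means only one of those two conditions met; inactive means mean below 50% and too few replicates reaching it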;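 further: 0% = median of the neutral control wells and 100% = twice that signal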
HIF act = HIF pathway transcriptional activation; U2OS HRE-luciferase reporter, luminescence; normalized: DMSO 0%, desferrioxamine 100%; activation, % at 7.5 µM (by protocol); 300,000 compounds, 0.32% hits; AID 1910;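 active means mean activation of at least 10% of the iron chelator positive control signal, with at least half of replicates also reaching 10%; inconclusive means mean and replicate majority disagree about reaching 10%; inactive means mean and most replicates under 10%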
IEC-6 tox = counter-screen for KLF5 inhibitors: cytotoxicity in IEC-6 cells. IEC-6 cytotoxicity, luminescence viability. inhibition, % at 5 µM. 290,000 compounds, 0.78% hits; in the data active means inhibition above about 22%;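 further: 0% = plate median of test compound wells and 100% = cytotoxic reference compound wells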
AI-2 QS mod = modulators of Vibrio harveyi AI-2 quorum sensing system | Vibrio harveyi JMH597 AI-2 luminescence/OD600 ratio, 9 h; active compounds read low; strain lacks LuxN and CqsS sensors; 0 = neutral-control median | activity change, % at 7.5 µM | 300,000 compounds, 0.4% hits; in the data active means activity change below about -75%, passing the limit was not always enough; inconclusive means no clear call, values can overlap the other calls;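 further: luminescence divided by OD600 gain over 9 h not by final OD600 alone; inactives centre near 13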
* hit, by the source's call; u = inconclusive; x = not tested or not shown. The order is random, and some 6% of all compounds hit somewhere here.

SMILES	HSP90 refold inh	Platelet DG rel	SKKanGAS inh	HSF1 inhib	aSyn UTR inh	KLF5 inhibitor	HSF1 activator	HIF act	IEC-6 tox	AI-2 QS mod
O=C(NCC1CCCO1)c1ccccc1NC(=O)c1cccc2ccccc12 (stereo unspecified)	0	-4	-13	6	-27	-8	11	0.5	-1	14
CCOC(=O)c1cc(C)sc1/N=C/C1C(=O)CC(C)(C)CC1=O	4	16	3	4	-38	-18	8	0.0	-4	5
COc1ccccc1C(=O)Nc1ccc2c(c1)OCCO2	-2	12	-6	10	-124	-109	39	2.8	3	-12
COc1ccc(C2(C)NC(=O)NC2=O)cc1OC (stereo unspecified)	1	4	-3	-2	22	-3	-1	u	4	-4
CC1(C)CC(=O)C(C=NCCN2CCN(C(=O)c3ccc(Br)cc3)CC2)=C(O)C1	3	-4	-1	3	28	-37	5	0.4	2	17
CS(=O)(=O)N1CCN(C(=O)c2ccc(F)cc2)CC1	-1	-15	-8	6	-4	-27	8	-0.4	-1	39
Cn1cc(S(=O)(=O)NCc2ccc(F)cc2)c(=O)n(C)c1=O	1	2	0	-3	-12	-1	-5	-0.1	2	16
CCCC(=O)NC(=S)Nc1nc(-c2ccc(OC)cc2)cs1	0	-37	-15	-14	-65	3	10	2.0	-4	-2
CCC(OC(=O)c1nsc(Cl)c1Cl)C(=O)NC(C)(C)CC (stereo unspecified)	-2	-5	-4	-4	9	-24	-2	0.4	2	6
Cc1onc(-c2ccccc2Cl)c1C(=O)Nc1ccc(N2CCOCC2)cc1	4	-4	-2	3	-9	15	1	0.1	-7	10
CC1=CC(=C2C(=O)c3ccccc3C2=O)C=C(C)O1	-1	10	-10	7	-129	-40	44	1.4	-1	-1
COC(=O)[C@@]1(Cc2ccc(F)cc2)[C@H]2c3cc(C(=O)N(C)C)n(Cc4ccc(OC)c(OC)c4)c3C[C@H]2CN1C(=O)c1ccccc1	-3	-1	14	6	6	-3	-7	0.2	-11	7
O=c1c2ccccc2c(-c2cccc(C(F)(F)F)c2)nn1-c1ccccc1	1	-27	1	-4	43	-23	2	-1.1	-10	27
COc1ccc(-c2nc(C#N)c(N3CCc4ccccc4C3)o2)cc1OC	4	-1	14	3	10	14	-6	-0.2	4	13
O=C(NC12CC3CC(CC(C3)C1)C2)N1CCN(C(=O)c2ccco2)CC1	-3	11	-9	0	-41	-32	10	0.4	-4	13
O=C(CCC(=O)N(CC(=O)NC1CCCCC1)Cc1cccs1)Nc1ccccn1	-2	5	5	0	1	-20	-12	-0.6	0	-10
Cc1cccn2c(=O)c3cc(C(N)=S)c(=N)n(CCCN4CCOCC4)c3nc12	-1	-2	-1	5	-7	12	3	-0.2	2	24
O=C(c1cc(-c2cccc(O)c2)on1)N1CCc2ccccc2C1	0	1	-1	4	-2	-43	2	0.6	2	-84*
O=C(NNC(=O)c1cc(-c2ccncc2)nc2ccccc12)c1ccccc1O	x	1	6	4	-35	x	8	0.8	x	28
CC(C)(C)c1ccc(C(=O)NCC(=O)N2CCC3(CC2)NCCc2[nH]cnc23)cc1	-4	0	3	4	-6	-22	1	-0.1	-3	35
Cc1nn(CC(=O)Nc2nnc(CC(=O)N3CCCC3)s2)c(=O)c2ccccc12	2	0	0	-2	7	-34	-10	-1.3	-5	5
COc1ccc(N2C(=O)C(Cl)=C(N(CCO)Cc3ccccc3)C2=O)cc1	-2	5	-6	-9	10	-17	32	0.0	-14	3
CC(C)/C(=N\NS(=O)(=O)c1ccc(Br)cc1)c1cccs1	3	3	14	1	-3	-22	-5	-0.2	5	4
Cc1cccc(C)c1NC(=S)N/N=C/c1c(Cl)cccc1Cl	4	-1	0	-20	0	10	-25	-0.1	3	18
Cc1ccc(-c2cc(=O)[nH]c(NCc3ccccc3)n2)cc1	x	-13	-13	-2	0	x	12	0.7	x	0

Copied from the list:
CCCC(=O)NC(=S)Nc1nc(-c2ccc(OC)cc2)cs1 in HSF1 activator reads 10
O=C(CCC(=O)N(CC(=O)NC1CCCCC1)Cc1cccs1)Nc1ccccn1 in KLF5 inhibitor reads -20

Next section
SMILES	HSP90 refold inh	Platelet DG rel	SKKanGAS inh	HSF1 inhib	aSyn UTR inh	KLF5 inhibitor	HSF1 activator	HIF act	IEC-6 tox	AI-2 QS mod
O=C(CSc1ccc(Cl)cc1)NNC(=O)c1cccnc1	0	1	0	-8	-36	-16	1	-0.1	0	26
CCn1cc(CCC(=O)NCc2ccccc2OC)c2ccccc21	-5	-3	2	-5	-5	-20	-7	0.3	4	18
O=C(CN(C(=O)CNC(=O)c1ccco1)c1ccc(F)c(Cl)c1)NC1CCCCC1	-3	-5	6	-5	-9	17	6	-0.4	5	6
COCCNC(=O)CN1CCC(NC(=O)Nc2ccccc2)CC1	0	-10	4	-4	-13	1	16	0.9	0	29
Cc1cc(Nc2ccccc2)n(C(=O)c2ccccc2)n1	-2	-5	-23	28	-46	-23	20	0.1	-2	9
Cc1c(NC2=NC(C)(C)Cc3ccccc32)c(=O)n(-c2ccccc2)n1C	-2	-1	4	-6	3	-14	11	0.2	0	-2
O=C(Nc1cccc(F)c1)C1C2C=CC3(CN(CCCN4CCOCC4)C(=O)C13)O2 (stereo unspecified)	0	0	4	1	2	-6	1	0.1	0	9
CCCCc1ccc(Nc2ncccc2C#N)cc1	-3	-5	17	23	-87	-49	28	2.1	2	6
C#CCOCCOCCOCCNc1nc(N2CCN(C(=O)[C@H]([C@@H](C)CC)n3cc([C@@H](N)CC(C)C)nn3)CC2)nc(N2CCN(C(=O)[C@H](Cc3ccc(O)cc3)n3cc([C@@H](N)CC(C)C)nn3)CC2)n1	1	-6	3	-5	-4	22	21	-2.6	0	23
Cc1nc(CSc2ccccc2)cc(=O)[nH]1	3	-4	-13	-1	2	-1	-11	0.0	2	23
N#CCCN(Cc1cccnc1)S(=O)(=O)c1ccc(S(=O)(=O)N2CCCCCC2)cc1	0	2	-2	6	22	-21	0	-0.3	0	9
COc1ccccc1-c1cc(C(F)(F)F)n2ncc(C(=O)N3CCc4ccccc4C3)c2n1	4	3	17	0	25	-15	10	-0.1	5	18
COc1ccc(-c2cc(-c3ccc(O)cc3)nc(N)c2C#N)cc1OC	0	19	11	10	10	-10	19	0.8	5	8
CCC(C)(CCNC(=O)Cc1ccccc1)c1ccccc1OC (stereo unspecified)	-3	0	8	1	4	-14	9	-8.8	-8	11
O=C(CNC1=NCCC1)c1ccc2c(c1)OCCO2	2	-1	2	-1	-3	-6	6	-0.3	5	1
C=CCn1c(C)cc(C(=O)Cn2ncc(Cl)c(Cl)c2=O)c1C	1	-7	-1	41	16	10	u	-6.3	48*	23
O=C(NNC(=O)c1ccccc1[N+](=O)[O-])c1cccs1	0	-3	-14	2	4	2	-6	-0.4	2	39
CCCc1nnc(SCC(=O)N2CCCCC2C)n1CCOC (stereo unspecified)	-5	3	-6	-3	-2	-21	-11	0.3	-6	-5
O=C(NCc1ccco1)c1cc(-c2cccc(Cl)c2)on1	0	5	3	16	-92	-12	49	1.8	-8	17
COC(=O)CC1SCCNC1=O (stereo unspecified)	1	-2	-3	-4	9	7	22	0.0	-6	28
O=C(COc1ccc(Br)cc1)NNC(=S)NC(=O)c1ccccc1[N+](=O)[O-]	3	18	-7	-12	27	-32	-10	0.6	-2	103
COc1ccc(CCNC(=O)C2CCN(S(=O)(=O)c3ccc(OC)cc3)CC2)cc1	3	4	4	-2	-6	-37	0	0.2	0	-3
O=C(CN1C(=O)c2ccccc2S1(=O)=O)c1ccccc1	6	x	3	x	x	14	x	x	4	21
Cc1cccc(C)c1OCc1cc(C(=O)NCc2ccc(Cl)s2)no1	-3	-1	-1	1	11	-17	7	-0.4	4	-8
Cc1ccc(Nc2nc3ccccc3n3cnnc23)cc1Cl	3	2	8	7	31	-61	0	0.0	9	16
Next compounds.
SMILES	HSP90 refold inh	Platelet DG rel	SKKanGAS inh	HSF1 inhib	aSyn UTR inh	KLF5 inhibitor	HSF1 activator	HIF act	IEC-6 tox	AI-2 QS mod
Cc1ccc(SCC(=O)OC(C)C(=O)NCc2ccccc2)cc1 (stereo unspecified)	x	u	17	0	12	x	2	-0.3	x	10
COc1ccc2c3c([nH]c2c1)C(C)N(C(C)=O)CC3 (stereo unspecified)	0	12	1	-3	-18	-21	-15	0.4	-5	7
COC(=O)c1c(C)[nH]c(C(=O)OCC(=O)NCC(C)C)c1C	1	-3	-6	-2	-14	-47	-5	0.3	-4	22
O=C1/C(=C/c2cccnc2)SC(=S)N1CCc1ccccc1	1	-3	-2	5	-46	-13	3	0.2	-6	-4
CN(Cc1ccccc1)C(=O)COC(=O)c1cncc(Br)c1	0	-1	x	-1	21	8	-6	0.3	-4	34
O=C(Nc1ccccn1)C1CCN(S(=O)(=O)c2cccc3nonc23)CC1	-6	11	5	1	11	-6	1	-0.2	-2	14
CCOC(=O)C1NC(=O)CC1c1ccccc1 (stereo unspecified)	1	1	0	-9	7	-7	-11	-0.1	5	16
CCOC(=O)c1ccc(-c2ccc(/C=N/NC(=O)CN(c3ccccc3Cl)S(C)(=O)=O)o2)cc1	1	-1	27	14	-153	-4	39	1.2	-4	10

In another format: entries from further up.
Molecule,HSP90 refold inh,Platelet DG rel,SKKanGAS inh,HSF1 inhib,aSyn UTR inh,KLF5 inhibitor,HSF1 activator,HIF act,IEC-6 tox,AI-2 QS mod
COC(=O)CC1SCCNC1=O (stereo unspecified),1,-2,-3,-4,9,7,22,0.0,-6,28
O=C(COc1ccc(Br)cc1)NNC(=S)NC(=O)c1ccccc1[N+](=O)[O-],3,18,-7,-12,27,-32,-10,0.6,-2,103
COc1ccc(CCNC(=O)C2CCN(S(=O)(=O)c3ccc(OC)cc3)CC2)cc1,3,4,4,-2,-6,-37,0,0.2,0,-3
O=C(CN1C(=O)c2ccccc2S1(=O)=O)c1ccccc1,6,x,3,x,x,14,x,x,4,21
Cc1cccc(C)c1OCc1cc(C(=O)NCc2ccc(Cl)s2)no1,-3,-1,-1,1,11,-17,7,-0.4,4,-8
Cc1ccc(Nc2nc3ccccc3n3cnnc23)cc1Cl,3,2,8,7,31,-61,0,0.0,9,16
Cc1ccc(SCC(=O)OC(C)C(=O)NCc2ccccc2)cc1 (stereo unspecified),x,u,17,0,12,x,2,-0.3,x,10
COc1ccc2c3c([nH]c2c1)C(C)N(C(C)=O)CC3 (stereo unspecified),0,12,1,-3,-18,-21,-15,0.4,-5,7
COC(=O)c1c(C)[nH]c(C(=O)OCC(=O)NCC(C)C)c1C,1,-3,-6,-2,-14,-47,-5,0.3,-4,22
O=C1/C(=C/c2cccnc2)SC(=S)N1CCc1ccccc1,1,-3,-2,5,-46,-13,3,0.2,-6,-4
CN(Cc1ccccc1)C(=O)COC(=O)c1cncc(Br)c1,0,-1,x,-1,21,8,-6,0.3,-4,34

Bioassay records as filed in PubChem BioAssay.
